PfHsp90 yeast 2: growth inhibition of yeast expressing Plasmodium Hsp90; S. cerevisiae expressing PfHsp90, BacTiter-Glo ATP, 48 h; yeast lacking PDR1 and PDR3 efflux regulators; inhibition, % at 9.4 µM; 310,000 tested, 0.32% active; AID 504621;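 active = every replicate shows inhibition above about 80%, whatever the replicate mean, limit read from the data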;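 also: 0% = DMSO neutral controls and 100% = 20 µM radicicol positive controls; yeast relying on Plasmodium falciparum Hsp90 in place of its own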
Tat transport: inhibitors of E. coli Tat protein transport; E. coli MC4100 TorA-mCherry Tat export, fluorescence; inhibition, % at 10 µM; AID 488895; 340,000 tested, 0.036% active;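 active = mean replicate inhibition at least 50% and at least half of replicates individually reaching 50%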;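 also: exported cargo escapes ClpAP degradation while cytoplasmic cargo is degraded and loses fluorescence; 0% = median of neutral control wells and 100% = median of NaSCN control wells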
Pemphigus Ab inh: inhibitors of pemphigus antibody binding to human desmoglein-3; DSG3-coupled beads, scFv-anti-DSG3-GFP binding, flow cytometry; active compounds read low; 310,000 tested, 0.48% active; P32926; AID 588358; binding (percent of control), % at 10 µM;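 active = binding more than 3 SD below its plate's average and above zero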;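 also: hits lower antibody fragment binding to DSG3; some compounds called inactive have numbers as strong as hits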
Target sequence (P32926 whole entry, looked up, the tested form may be a part): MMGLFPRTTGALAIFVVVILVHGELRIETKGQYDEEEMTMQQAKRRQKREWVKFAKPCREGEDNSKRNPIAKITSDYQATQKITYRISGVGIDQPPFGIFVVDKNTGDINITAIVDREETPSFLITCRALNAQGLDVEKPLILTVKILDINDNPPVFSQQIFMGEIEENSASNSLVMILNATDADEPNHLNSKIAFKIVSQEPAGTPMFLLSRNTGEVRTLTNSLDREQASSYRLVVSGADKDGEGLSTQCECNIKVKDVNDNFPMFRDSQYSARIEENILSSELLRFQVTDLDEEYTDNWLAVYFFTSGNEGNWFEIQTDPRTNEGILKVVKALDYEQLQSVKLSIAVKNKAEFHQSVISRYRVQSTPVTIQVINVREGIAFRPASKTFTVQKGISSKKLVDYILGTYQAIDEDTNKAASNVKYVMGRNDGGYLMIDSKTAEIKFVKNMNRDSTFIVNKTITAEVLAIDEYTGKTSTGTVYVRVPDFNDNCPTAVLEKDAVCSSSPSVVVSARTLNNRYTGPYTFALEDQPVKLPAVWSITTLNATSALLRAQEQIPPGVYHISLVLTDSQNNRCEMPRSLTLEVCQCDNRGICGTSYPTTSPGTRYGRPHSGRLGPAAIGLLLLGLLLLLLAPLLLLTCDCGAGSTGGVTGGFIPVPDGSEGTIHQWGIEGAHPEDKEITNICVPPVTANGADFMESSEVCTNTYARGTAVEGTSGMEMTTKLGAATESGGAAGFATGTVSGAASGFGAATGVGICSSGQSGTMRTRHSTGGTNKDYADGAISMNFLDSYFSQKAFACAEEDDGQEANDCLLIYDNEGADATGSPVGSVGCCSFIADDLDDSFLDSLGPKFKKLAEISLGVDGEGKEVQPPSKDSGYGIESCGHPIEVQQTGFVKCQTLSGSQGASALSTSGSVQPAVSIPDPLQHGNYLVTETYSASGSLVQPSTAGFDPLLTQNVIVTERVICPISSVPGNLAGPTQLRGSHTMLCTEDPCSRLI
AddAB inh: less growth of phage-infected E. coli with AddAB | E. coli expressing H. pylori AddAB, absorbance growth | inhibition, % at 11.9 µM | 330,000 tested, 0.29% active; in the data active = inhibition above about 12%;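 also: 0% = vehicle wells of infected cells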
SUMO Mot1 rescue: blocks SUMOylation pathway, rescuing yeast Mot1-301 growth; S. cerevisiae Mot1-301 growth rescue, ATP luminescence, 38.5C; percent above DMSO median, 100 means doubled; growth rescue, % at 18.8 µM; 320,000 tested, 1% active;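 active = every valid replicate shows activation above 250% relative to neutral control wells; inactive = the rest, any valid replicate at or below 250%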;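 also: OY570 slx delta 5 strain wells were the positive control but not used for scaling; some compounds called inactive have numbers as strong as hits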
OPRM1-OPRD1 ag: OPRM1-OPRD1 heterodimerization agonism; P35372+P41143; cells, luminescence; activation, % at 9.3 µM; 340,000 tested, 0.3% active; in the data active = activation above about 18%;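 also: 0% = vehicle-treated cells and 100% = reference agonist; values of inactives mirror those of a sister screen read the other way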
phage Ecoli inh: E. coli growth loss with phage present; AID 651602; growth absorbance; inhibition, % at 11.9 µM; 360,000 tested, 0.26% active; in the data active = inhibition above about 11%
OPRM1-OPRD1 inv: mu-delta opioid heterodimer inverse agonism; P35372+P41143; cell-based MOR-DOR heterodimer luminescence; inhibition, % at 9.3 µM; 340,000 tested, 0.21% active; AID 504357; in the data active = inhibition above about 22%, passing the limit was not always enough;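 also: 0% = cells with DMSO and 100% = wells without cells with DMSO; values of inactives mirror those of a sister screen read the other way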
PKA-R1A activ: activators of PKA-R1A complex | PKA-R1A dissociation, Cy5-IP20 fluorescence polarization; scaled: DMSO 0%, 113 µM cGMP 100% | activation, % at 11.4 µM | 340,000 tested, 0.083% active | AID 504707;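 active = percent activation above the mean of all tested compounds plus 3 SD, cut at about 19% in these data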;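 also: higher means more PKAc released from R1A so a rise in polarization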
Arrestin-AP2 inh: blocks beta-arrestin peptide binding to AP2 adaptin; FITC-arrestin peptide / GST-AP2 beads, flow cytometry; AP2 beta2 appendage carries R879A mutation; inhibition, % at 10 µM; 340,000 tested, 0.31% active;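 active = inhibition above a set limit, near 3 SD of compounds lacking own fluorescence, cut at about 54% in these data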;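 also: plate controls were DMSO wells for no effect and 5 µM unlabelled arrestin peptide for full effect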
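System: GST-tagged AP2 beta2-adaptin appendage (R879A) on 4 µm glutathione beads / Reagent: FITC-arrestin peptide, 50 nM / Detection: HyperCyt-sampled flow cytometry, FL1 channel, ex 488/em 535 nm / Timing: 12 min plus 1 h, RT / Buffer or medium: PBS plus Tween 20 (0.05%) and BSA (0.1%)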
E coli growth: reduces bacterial viability in AddAB counter-screen; 330,000 tested, 0.27% active; inhibition, % at 11.9 µM; E. coli V3065 growth, OD600 absorbance, 18 h;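 active = inhibition above the campaign's mean inhibition across all tested compounds plus 3 SD, cut at about 9.9% in these data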;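 also: uninfected addAB+ strain grown without phage in ampicillin broth; 0% = DMSO wells and 100% = ciprofloxacin 0.95 µg/ml wells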
Active calls of the source: *.

How did CCOC(=O)c1sc(NC(=O)c2ccncc2)c(C#N)c1C do in these assays?
PfHsp90 yeast 2: -4.5; Tat transport: -0.1; Pemphigus Ab inh: 93.5; AddAB inh: -0.2; SUMO Mot1 rescue: -7.2; OPRM1-OPRD1 ag: -2.0; phage Ecoli inh: 4.7; OPRM1-OPRD1 inv: 12.1; PKA-R1A activ: -0.4; Arrestin-AP2 inh: -3.2; E coli growth: -1.7

What do the screens show for `O=C1N[C@@H](Cc2c[nH]c3ccccc23)COC(=O)[C@H](Cc2ccc(F)cc2)C/C=C\C[C@@H]1CC(=O)N(CCO)Cc1ccccc1`?
PfHsp90 yeast 2: 4.6; Tat transport: 19.4; Pemphigus Ab inh: 99.1; AddAB inh: -0.4; SUMO Mot1 rescue: -3.6; OPRM1-OPRD1 ag: -2.8; phage Ecoli inh: 1.3; OPRM1-OPRD1 inv: 16.4; PKA-R1A activ: -0.1; E coli growth: -2.5

Results for COc1cccc(CNC(=O)[C@H](CCSC)NC(=O)N2CCn3c2nc2ccccc23)c1 ?
PfHsp90 yeast 2: -14.5; Tat transport: -1.6; Pemphigus Ab inh: 99.1; AddAB inh: 1.5; SUMO Mot1 rescue: -12.1; phage Ecoli inh: -0.6; PKA-R1A activ: -0.3; Arrestin-AP2 inh: 4.7; E coli growth: -2.2

How did O=C(COC(=O)c1ccccc1C(=O)N1CCN(c2ccccc2)CC1)NCc1ccccc1 do in these assays?
PfHsp90 yeast 2: 13.9; Tat transport: -6.8; Pemphigus Ab inh: 89.9; AddAB inh: -0.2; SUMO Mot1 rescue: -4.0; OPRM1-OPRD1 ag: -0.8; phage Ecoli inh: 1.3; OPRM1-OPRD1 inv: 4.0; PKA-R1A activ: -0.8; Arrestin-AP2 inh: -5.3; E coli growth: 1.1

Results for O=C(CN1CCN(Cc2ccccc2Cl)C1=O)NC1CCCCCC1 ?
PfHsp90 yeast 2: -22.3; Tat transport: 3.0; Pemphigus Ab inh: 110.3; AddAB inh: 1.7; SUMO Mot1 rescue: -2.7; OPRM1-OPRD1 ag: 0.6; phage Ecoli inh: 0.6; OPRM1-OPRD1 inv: -3.7; PKA-R1A activ: 0.6; Arrestin-AP2 inh: -4.6; E coli growth: 0.0

How did COc1ccc(N(C(=O)Cn2nnc3ccccc32)C2(C(=O)NC3CCCC3)CCCCC2)cc1 do in these assays?
PfHsp90 yeast 2: -5.1; Tat transport: 3.5; Pemphigus Ab inh: 103.8; AddAB inh: -2.7; SUMO Mot1 rescue: 1.3; OPRM1-OPRD1 ag: 1.0; phage Ecoli inh: -0.3; OPRM1-OPRD1 inv: -6.4; PKA-R1A activ: -7.2; Arrestin-AP2 inh: 3.0; E coli growth: 1.1

How did CC(C)(C)n1nnnc1C(c1cccnc1)N1CCN(c2cccc(C(F)(F)F)c2)CC1 (stereo unspecified) do in these assays?
PfHsp90 yeast 2: 17.6; Tat transport: 0.9; Pemphigus Ab inh: 110.5; AddAB inh: 2.4; SUMO Mot1 rescue: 45.9; OPRM1-OPRD1 ag: -0.2; phage Ecoli inh: 3.4; OPRM1-OPRD1 inv: 1.0; PKA-R1A activ: 3.3; Arrestin-AP2 inh: -8.7; E coli growth: -2.2

Results for O=C1CN(C(=O)/C=C/c2ccccc2F)c2ccccc2N1 ?
PfHsp90 yeast 2: 21.4; Tat transport: -5.8; Pemphigus Ab inh: 100.8; AddAB inh: 5.7; SUMO Mot1 rescue: 18.6; OPRM1-OPRD1 ag: -4.2; phage Ecoli inh: 3.2; OPRM1-OPRD1 inv: 19.4; PKA-R1A activ: -0.9; Arrestin-AP2 inh: 19.9; E coli growth: 2.5

Results for C[n+]1cc[nH]c1SCC(=O)c1ccccc1 ?
PfHsp90 yeast 2: 3.5; Tat transport: -0.2; Pemphigus Ab inh: 107.0; AddAB inh: 6.6; SUMO Mot1 rescue: 125.0; OPRM1-OPRD1 ag: 0.2; phage Ecoli inh: -0.6; OPRM1-OPRD1 inv: -0.9; PKA-R1A activ: 7.9; Arrestin-AP2 inh: 32.9; E coli growth: 1.6

Results for Cc1c(CC(=O)NCCCCCC(=O)O)c(=O)oc2c(C)c3oc4c(c3cc12)CCCC4 ?
PfHsp90 yeast 2: -12.3; Tat transport: -11.4; Pemphigus Ab inh: 97.2; SUMO Mot1 rescue: 225.8; OPRM1-OPRD1 ag: -2.3; phage Ecoli inh: 0.4; OPRM1-OPRD1 inv: 10.4; PKA-R1A activ: 4.7; Arrestin-AP2 inh: 32.8

Results for Cc1cc2ncc(S(=O)(=O)C(C)(C)C)c(N)n2n1 ?
PfHsp90 yeast 2: -2.5; Tat transport: -0.2; Pemphigus Ab inh: 110.7; AddAB inh: -1.0; SUMO Mot1 rescue: -2.6; OPRM1-OPRD1 ag: 1.5; phage Ecoli inh: 1.4; OPRM1-OPRD1 inv: -7.9; PKA-R1A activ: 3.2; Arrestin-AP2 inh: -16.9; E coli growth: 0.5

What do the screens show for `CC1CC(=O)NN=C1c1ccc(N(C)C)c([N+](=O)[O-])c1` (stereo unspecified)?
PfHsp90 yeast 2: 6.3; Tat transport: -6.3; Pemphigus Ab inh: 103.5; AddAB inh: -0.4; SUMO Mot1 rescue: 1.6; OPRM1-OPRD1 ag: -1.8; phage Ecoli inh: 2.2; OPRM1-OPRD1 inv: 9.8; PKA-R1A activ: 5.2; Arrestin-AP2 inh: 2.3; E coli growth: -0.1

What do the screens show for `NC(=N\N=Cc1ccco1)/C(N)=N/N=Cc1ccco1`?
PfHsp90 yeast 2: 11.0; Tat transport: 4.2; Pemphigus Ab inh: 105.0; OPRM1-OPRD1 ag: -1.0; phage Ecoli inh: 1.2; OPRM1-OPRD1 inv: 4.7; PKA-R1A activ: 6.1; Arrestin-AP2 inh: 27.4

What do the screens show for `Cc1cc(=O)[nH]c(SCc2ccc(Cl)cc2Cl)n1`?
PfHsp90 yeast 2: 0.3; Tat transport: 5.1; Pemphigus Ab inh: 107.0; AddAB inh: 2.5; SUMO Mot1 rescue: -9.5; OPRM1-OPRD1 ag: -2.2; phage Ecoli inh: 3.7; OPRM1-OPRD1 inv: 10.5; PKA-R1A activ: -9.2; Arrestin-AP2 inh: 4.9; E coli growth: 1.4

How did Cc1cc(N2C(=O)CC(Cc3ccccc3)C2=O)no1 (stereo unspecified) do in these assays?
PfHsp90 yeast 2: 1.7; Tat transport: -2.2; Pemphigus Ab inh: 99.4; AddAB inh: 0.9; SUMO Mot1 rescue: 8.6; OPRM1-OPRD1 ag: -1.7; phage Ecoli inh: 2.8; OPRM1-OPRD1 inv: 9.8; PKA-R1A activ: -1.0; Arrestin-AP2 inh: -3.8; E coli growth: -0.1

Results for Cc1ccc(OCC(O)Cn2c(=N)n(CCN3CCCCC3)c3ccccc32)cc1 (stereo unspecified) ?
PfHsp90 yeast 2: 9.2; Tat transport: 0.1; Pemphigus Ab inh: 104.8; AddAB inh: 0.5; SUMO Mot1 rescue: -5.5; phage Ecoli inh: 5.3; PKA-R1A activ: -0.8; Arrestin-AP2 inh: 9.5; E coli growth: 3.7

How did CC(NC(=O)C1CCCN(S(=O)(=O)c2ccc(-n3cnnn3)cc2)C1)c1ccc(F)cc1 (stereo unspecified) do in these assays?
PfHsp90 yeast 2: -12.5; Tat transport: -1.8; Pemphigus Ab inh: 106.7; AddAB inh: 0.7; SUMO Mot1 rescue: -9.9; OPRM1-OPRD1 ag: -0.5; phage Ecoli inh: 2.8; OPRM1-OPRD1 inv: 3.5; PKA-R1A activ: -4.5; Arrestin-AP2 inh: 26.3; E coli growth: -1.3

Results for CC(C)Oc1ccc(/C(O)=C2/C(=O)C(=O)N(CCCn3ccnc3)C2c2cccnc2)cc1 (stereo unspecified) ?
PfHsp90 yeast 2: -2.0; Tat transport: -0.9; Pemphigus Ab inh: 102.8; AddAB inh: 1.3; SUMO Mot1 rescue: -1.4; OPRM1-OPRD1 ag: -0.8; phage Ecoli inh: 0.7; OPRM1-OPRD1 inv: 4.2; PKA-R1A activ: 7.8; Arrestin-AP2 inh: 13.2; E coli growth: 0.0

What do the screens show for `N#Cc1ccccc1OCC(=O)NCCNC(=O)COc1ccccc1C#N`?
PfHsp90 yeast 2: -5.6; Tat transport: 3.6; Pemphigus Ab inh: 97.8; AddAB inh: 0.8; SUMO Mot1 rescue: -10.5; OPRM1-OPRD1 ag: -2.6; phage Ecoli inh: 6.2; OPRM1-OPRD1 inv: 12.9; PKA-R1A activ: 0.5; Arrestin-AP2 inh: 43.5; E coli growth: 1.8

Results for CN(C(=O)c1cccc(NC(=O)Cc2ccc(NC(=O)C3CCCN(C(=O)C4CCCC4)C3)cc2)c1)C1CCCC1 (stereo unspecified) ?
PfHsp90 yeast 2: -0.3; Tat transport: 4.8; Pemphigus Ab inh: 105.7; OPRM1-OPRD1 ag: 0.1; phage Ecoli inh: 0.5; OPRM1-OPRD1 inv: -0.7; PKA-R1A activ: 2.5; Arrestin-AP2 inh: 0.3

What do the screens show for `c1ccc2c(c1)ncn2-c1ccc(-c2ccnc3ncnn23)cc1`?
PfHsp90 yeast 2: 1.8; Tat transport: -4.5; Pemphigus Ab inh: 106.0; AddAB inh: -2.4; SUMO Mot1 rescue: -25.7; OPRM1-OPRD1 ag: -1.9; phage Ecoli inh: 1.8; OPRM1-OPRD1 inv: 9.2; PKA-R1A activ: 2.3; Arrestin-AP2 inh: 0.5; E coli growth: -0.7

How did Cc1ccc(C2=NN(C(=O)CCCC(=O)O)C(c3ccco3)C2)cc1 (stereo unspecified) do in these assays?
PfHsp90 yeast 2: 24.2; Tat transport: 2.1; Pemphigus Ab inh: 102.9; AddAB inh: 2.4; OPRM1-OPRD1 ag: -2.4; phage Ecoli inh: 2.9; OPRM1-OPRD1 inv: 12.4; PKA-R1A activ: 2.7; Arrestin-AP2 inh: -1.0; E coli growth: 1.9

What do the screens show for `CCC1(c2ccccc2)NC(=O)N(Cc2cccc([N+](=O)[O-])c2)C1=O` (stereo unspecified)?
PfHsp90 yeast 2: -9.2; Tat transport: 1.3; Pemphigus Ab inh: 102.4; AddAB inh: 0.9; OPRM1-OPRD1 ag: 1.0; phage Ecoli inh: 1.2; OPRM1-OPRD1 inv: -4.8; PKA-R1A activ: 1.3; Arrestin-AP2 inh: 7.7; E coli growth: 1.8
